# GPR151 activ: human GPR151 activation; Q8TDV0; PathHunter beta-arrestin GPR151 cells, luminescence; activation, % at 11.2 µM; hit rate 1% among 650,000; AID 1508602; in the data active = activation above about 4.9%;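 note: 0% = median of compound wells and 100% = cells with positive control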
# Target sequence (Q8TDV0 whole entry, looked up): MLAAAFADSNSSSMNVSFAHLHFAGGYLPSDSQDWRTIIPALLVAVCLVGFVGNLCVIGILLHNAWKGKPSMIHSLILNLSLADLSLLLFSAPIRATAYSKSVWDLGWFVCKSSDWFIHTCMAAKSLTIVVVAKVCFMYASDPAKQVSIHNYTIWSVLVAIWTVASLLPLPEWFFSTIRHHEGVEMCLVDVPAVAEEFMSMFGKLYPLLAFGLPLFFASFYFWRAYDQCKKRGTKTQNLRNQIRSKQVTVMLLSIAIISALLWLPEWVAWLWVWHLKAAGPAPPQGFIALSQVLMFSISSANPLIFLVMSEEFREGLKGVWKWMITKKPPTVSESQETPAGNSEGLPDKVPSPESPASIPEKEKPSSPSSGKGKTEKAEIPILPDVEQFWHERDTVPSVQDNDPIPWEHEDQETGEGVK
# MITF inh: human MITF inhibition, primary screen; AlphaScreen MITF homodimerization, bead proximity signal; inhibition, % at 2.6 µM; AID 1259374; O75030; hit rate 0.91% among 650,000; in the data active = inhibition above about 50%;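 note: 0% = vehicle wells with protein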
# FBW7 act: activators of human E3 ligase FBW7; AlphaScreen FBW7–phospho-cyclin E peptide binding, activator screen; normalized activity (activation), % at 26.1 µM; hit rate 0.13% among 650,000; AID 1259310; in the data active = normalized activity above about 1.9%;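 note: purified mutant Fbw7 with reduced substrate affinity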
# Target sequence (Q969H0 whole entry, looked up): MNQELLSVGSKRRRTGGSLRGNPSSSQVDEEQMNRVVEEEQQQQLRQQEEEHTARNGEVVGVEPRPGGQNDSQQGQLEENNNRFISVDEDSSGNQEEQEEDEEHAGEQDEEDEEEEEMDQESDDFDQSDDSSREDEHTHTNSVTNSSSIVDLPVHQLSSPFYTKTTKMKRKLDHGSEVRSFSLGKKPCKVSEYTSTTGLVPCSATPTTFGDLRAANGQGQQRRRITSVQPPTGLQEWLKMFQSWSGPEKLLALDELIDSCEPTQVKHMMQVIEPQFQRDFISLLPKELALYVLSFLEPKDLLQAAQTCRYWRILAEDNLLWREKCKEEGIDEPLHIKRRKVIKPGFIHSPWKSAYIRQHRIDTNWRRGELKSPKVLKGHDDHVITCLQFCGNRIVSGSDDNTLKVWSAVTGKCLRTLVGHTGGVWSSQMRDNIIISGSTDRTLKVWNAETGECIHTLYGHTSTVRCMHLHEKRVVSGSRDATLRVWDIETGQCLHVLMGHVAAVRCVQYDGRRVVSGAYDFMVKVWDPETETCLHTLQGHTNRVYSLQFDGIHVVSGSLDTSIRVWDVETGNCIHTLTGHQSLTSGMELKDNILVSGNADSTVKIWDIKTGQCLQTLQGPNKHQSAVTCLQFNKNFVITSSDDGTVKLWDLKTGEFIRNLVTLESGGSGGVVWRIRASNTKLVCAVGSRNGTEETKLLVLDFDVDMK
# TEAD-YAP inh: TEAD-YAP interaction inhibition; HEK-TIYL cells, TEAD-Gal4/YAP UAS-luciferase luminescence; inhibition, % at 9.12 µM; hit rate 1.4% among 640,000; AID 1259422; in the data active = inhibition above about 32%;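 note: 0% = median of test compound wells and 100% = reference inhibitor wells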
# * marks the source's active call; other numbers are inactive results; . = not tested or not shown; & = joins results of further samples. Some of the compounds tested; count on the stated rates, not on these rows.
SMILES,GPR151 activ,MITF inh,FBW7 act,TEAD-YAP inh
Cc1ccc(-c2nc(N(C)C3CCN(C)CC3)c3ccccc3n2)cc1,0.1,-3,-0.3,11
CCc1ccc(C(c2c(O)c3ccccc3oc2=O)c2c(O)c3ccccc3oc2=O)cc1,-0.3,3,0.0,4
NCc1cc(=O)[nH]o1,-1.8&-0.8,-2&-2,0.1&0.1,1
CCN1CCN(C(=O)Cc2c(C(=O)O)n(CC)c3ccccc23)CC1,1.0,18,0.1,-1
COC(=O)C1=C(C)OC(N)=C(C#N)C12C(=O)Nc1ccccc12 (configuration not stated),0.9,9,0.2,8
O=C1NC(=S)NC(=O)C1=Cc1ccccc1OS(=O)(=O)c1ccc2ccccc2c1,-1.0,7,0.1,-28
N#CC1=C(N)Oc2c(c(=O)oc3ccccc23)C1c1ccc2c(c1Cl)OCO2 (configuration not stated),0.3,-3,0.1,-3
COc1ccc(N=C2SCCCN2C)c(OC)c1,-0.3,19,0.2,-6
Cc1nc2ccccc2c(=O)n1-c1ccc2c(c1)CCC2,0.2,-8,0.1,9
O=C(NCNC(=O)NC1C(=O)NC(=O)N1CO)NC1C(=O)NC(=O)N1CO (configuration not stated),3.0,5,0.0,.
Cc1cccc(N=Cc2c(O)n(C)c(=O)n(C)c2=O)c1,1.2,-8,0.2,-19
Cc1nc2ccc(I)cc2c(=O)n1-c1cccc([N+](=O)[O-])c1,0.9,-1,-0.2,3
Cn1ccnc1C1(O)COC2(CCNCC2)C1 (configuration not stated),-0.3,-6,-0.1,-9
c1ccc2c(CNCCc3ccc4c(c3)OCO4)c[nH]c2c1,0.1,17,-0.4,-1
Cc1ccc(-c2ccc(=O)n(CC(=O)N3CCC4(CC3)OCCO4)n2)cc1,0.7,-2,0.1,11
Nc1cc([N+](=O)[O-])cc([N+](=O)[O-])c1C(=O)O,1.1,-19,0.0,-10
O=c1cccc2n1CC1CC2CN(Cc2ccc(F)cc2F)C1 (configuration not stated),0.4,-1,0.1,1
Cc1c(O)ccc(C(=O)CN2CC(C)OC(C)C2)c1O (configuration not stated),0.0,-16,0.1,-5
O=c1c2ccccc2nc(/C=C/c2ccc(F)c(F)c2)n1-c1ccc(F)c(Cl)c1,-0.9,-2,-0.1,-2
CCOC(=O)c1c(C)n(Cc2ccccc2)c2ccc(OC(C)=O)cc12,-0.7,-2,0.0,-16
COc1ccc(N2CCN(Cc3ccc(F)cc3)CC2)cc1,-0.8,10,-0.1,-2
CCCCC/C=C\C/C=C\C/C=C\C/C=C\CCCC(=O)NCC(=O)O,-0.6&4.0,19&-13,-0.1,2
COc1ccc(CNCCc2ccc(OC)c(OC)c2)cc1Br,-0.3,17,-0.8,9
COc1cc(OC)c(OC)cc1CNCCc1cccc(Cl)c1,1.2,42,0.0,1
N#CCCn1cc(C(=O)n2nnc3ccccc32)c(-c2ccc3c(c2)OCCO3)n1,-1.3,-8,0.0,16
CCC(=O)N(Cc1ccc(OC)c(OC)c1)C1CC(C)N(C)CC1C (configuration not stated),0.3,-6,-0.1,-2
Cc1cc(OC(=O)C2CC2)c2c3c(c(=O)oc2c1)CCC3,-0.9,5,0.0,7
CC(C)n1cnc2c(C(=O)N[C@H]3CN4CCC3CC4)cc(Cl)cc21,0.9,9,0.3,.
O=C1NC(=O)N(c2ccc3c(c2)OCO3)C(=O)/C1=C/c1ccc(-c2ccccc2C(=O)O)o1,0.2,27,-0.1,4
O=C1C[N+]2(CC(=O)N3c4ccccc4Sc4ccccc43)CCC1CC2,0.3,9,-0.1,-1
Fc1ccc(CN2CCN(Cc3ccccc3)CC2)cc1,-0.9,59*,0.0,-1
CC12CN3CC(c4ccccc4)(CN(C1)C31CCCC1)C2=O,-0.9,-7,0.0,8
COc1ccc(Cn2nc(C(=O)NCCc3cccnc3)c3ccccc32)cc1,2.4,-19,-0.1,7
O=[N+]([O-])c1ccc(NCCOc2ccccc2F)c2cccnc12,-0.1,13,0.2,4
COc1cccc(CN2CCN(Cc3ccccc3Br)CC2)c1,-0.5,73*,0.0,-6
CC[C@@]1(O)C(=O)OCc2c1cc1n(c2=O)-c2cc3ccccc3nc2C1,-2.3,14,0.2,5
Oc1ccccc1CN1CCN(c2ccccc2)CC1,1.2,-7,-0.2,-1
COc1ccc(OC)c(NC(=O)CN2C(=O)CN=C(c3ccccc3)c3ccccc32)c1,-0.6,3,-0.1,11
N=C1c2ccccc2CN1c1ncccn1,-2.9,-2,-0.1,-19
O=C1/C(=C\c2ccc(Cl)cc2)N2CCC1CC2,-0.8,-2,-0.2,4
Cc1ncc(CN2CCCC(C(=O)c3sccc3C)C2)[nH]1 (configuration not stated),1.9,-3,0.0,5
CCNC(=O)c1c(Cc2ccccc2C)n(Cc2ccccn2)c(C)cc1=O,0.1,1,0.1,-7
COc1ccccc1CC(C)NCCN(C)C (configuration not stated),0.0,12,0.3,-7
N#Cc1ccc(NC(=O)COc2ncnc3ccccc23)cc1Cl,0.7,4,-0.1,0
O=C(Cc1cc(=O)[nH]c(=O)[nH]1)N1CCN(CCO)CC1,0.7,7,-0.1,10
Cc1ccc2c(c1)C1CN(C)CCC1N2C(=O)NC1CCCCC1 (configuration not stated),0.5,-12,0.0,-9
N=C1c2ccccc2CN1CCc1ccc(F)cc1,-1.2,-7,-0.1,6
Clc1ccc(CNC2CN3CCC2CC3)cc1 (configuration not stated),-1.3,14,0.3,2
Cc1cc(C(=O)C(Cl)(Cl)Cl)c(C)n1C,-0.6,9,-0.3,-1
CCOC(=O)C1=C(N)Oc2n[nH]c(-c3cccc([N+](=O)[O-])c3)c2C12C(=O)Nc1ccccc12 (configuration not stated),0.1,0,0.1,6
CCOC(=O)C1C2NC(=S)N(c3ccc(C)cc3)C1(C)Oc1c(OCC)cccc12 (configuration not stated),0.0,53*,-0.8,-17
OC1(c2nccs2)COC2(CCNCC2)C1 (configuration not stated),1.8,-5,-0.2,-5
C#CCOc1ccc(C=C2C(=O)NC(=S)NC2=O)cc1,2.8,0,-0.1,4
Cc1ccc2c(c1)C(c1ccccc1)=NCC(=O)N2,-0.8,-15,0.1,0
OC(CN1CCC(c2c[nH]c3ccccc23)CC1)C(F)(F)F (configuration not stated),-0.3,-4,0.0,-9
O=[N+]([O-])c1ccc(NC(c2ccccc2)P(=O)(Oc2ccccc2)Oc2ccccc2)cc1 (configuration not stated),-1.0,-11,0.0,-2
CCN(CC)C(=O)CSP(=O)(c1ccccc1)c1ccccc1,0.3,-7,0.1,2
CC(=O)N(C1=NCCCS1)c1ccc(C)cc1,0.4,14,-0.1,0
COc1ccc(CN2CCN(C(C)C)CC2)c(OC)c1,-0.2,71*,0.1,2
O=C(CN1CCOCC1)c1ccc(O)cc1O,-0.5,-3,0.0,8

# Other compounds:
SMILES,GPR151 activ,MITF inh,FBW7 act,TEAD-YAP inh
Cc1ccc(-c2ccc(NCc3ccc(Cl)nc3)nc2)cc1,-0.4,3,-0.1,-2
Cc1ccc(/C=C2/C(=O)NC(=O)N(c3ccc(Br)cc3)C2=O)s1,2.3,16,0.1,-12
Cc1ccc(N)c(C(=O)c2ccccc2)c1,1.0,6,-0.1,-2
Cc1ccccc1Cn1cccc(C(=O)Nc2ccc(F)cc2F)c1=O,-1.8,-5,-0.1,-2
CC(=O)OC1N=C(c2ccccc2)c2ccccc2NC1=O (configuration not stated),-0.5,-3,-0.1,-2
CN(C)CCN(C)CCc1ccc(Cl)c(Cl)c1,0.3,-6,0.1,.
CCOc1cc(CNC2CN3CCC2CC3)ccc1OCc1ccccc1 (configuration not stated),-0.1,37,0.0,-2
Cc1cccc(NP(C)(=O)c2nc3c(s2)CCCC3)c1 (configuration not stated),-0.3,18,0.0,2
CN(C)C(Cc1ccc(C#N)cc1)C(=O)c1ccccc1 (configuration not stated),-0.6,-2,0.0,3
CCOc1cc(CN2CCN(C(C)CC)CC2)ccc1OC (configuration not stated),1.3,74*,0.1,-6
CCCCC[C@H](O)/C=C/C=C\C/C=C\C/C=C\CCCC(=O)NCCO,-1.3,15,.,.
O=c1c2cc(Cl)ccc2[nH]c(=S)n1-c1ccccc1,-0.4,-8,-0.1,-29
COCCNC(=O)CN1C2CCC1CC(O)(c1ccccn1)C2 (configuration not stated),0.6,0,-0.2,1
Fc1ccccc1CNC1CCN(CCc2ccccc2)CC1,0.5,-6,-0.1,8
O=C1NC(=S)N(c2ccc(Cl)cc2)C(=O)/C1=C\c1ccc([N+](=O)[O-])o1,0.6,68*,0.0,6
COc1cc(C(=O)CN(C)C2CCCCC2)cc(OC)c1OC,0.0,-6,0.1,-4
Fc1ccc(CN2CCN(Cc3ccc(Cl)cc3)CC2)cc1,-0.3,68*,0.1,10
CCCNS(=O)(=O)c1ccc(OCC(=O)N2CCN(C)CC2)cc1,0.6,-7,0.3,-10
C=CC1(O)CCC2C3CC4OC45CC(OC(C)=O)CCC5(C)C3CCC21C (configuration not stated),-0.4,-1,0.6,-6
CC(C)c1ccc(N2C(=O)NC(=O)/C(=C/C=C/c3ccco3)C2=O)cc1,-0.9,6,0.0,8

# Entries of single compounds from above. Order of screens: GPR151 activ | MITF inh | FBW7 act | TEAD-YAP inh
# Listed for Cc1cccc(N=Cc2c(O)n(C)c(=O)n(C)c2=O)c1 → 1.2 | -8 | 0.2 | -19
# Listed for COc1cc(C(=O)CN(C)C2CCCCC2)cc(OC)c1OC → 0.0 | -6 | 0.1 | -4

# Molecules from the list above that contain a cyano group, in the order listed:
SMILES,GPR151 activ,MITF inh,FBW7 act,TEAD-YAP inh
COC(=O)C1=C(C)OC(N)=C(C#N)C12C(=O)Nc1ccccc12 (configuration not stated),0.9,9,0.2,8
N#CC1=C(N)Oc2c(c(=O)oc3ccccc23)C1c1ccc2c(c1Cl)OCO2 (configuration not stated),0.3,-3,0.1,-3
N#CCCn1cc(C(=O)n2nnc3ccccc32)c(-c2ccc3c(c2)OCCO3)n1,-1.3,-8,0.0,16
N#Cc1ccc(NC(=O)COc2ncnc3ccccc23)cc1Cl,0.7,4,-0.1,0
CN(C)C(Cc1ccc(C#N)cc1)C(=O)c1ccccc1 (configuration not stated),-0.6,-2,0.0,3

# For reference, some entries already given:
SMILES,GPR151 activ,MITF inh,FBW7 act,TEAD-YAP inh
CCCNS(=O)(=O)c1ccc(OCC(=O)N2CCN(C)CC2)cc1,0.6,-7,0.3,-10
C=CC1(O)CCC2C3CC4OC45CC(OC(C)=O)CCC5(C)C3CCC21C (configuration not stated),-0.4,-1,0.6,-6
CC(C)c1ccc(N2C(=O)NC(=O)/C(=C/C=C/c3ccco3)C2=O)cc1,-0.9,6,0.0,8

# New compounds follow:
SMILES,GPR151 activ,MITF inh,FBW7 act,TEAD-YAP inh
CN[C@@H]1C[C@@H](c2ccc(Cl)c(Cl)c2)c2ccccc21,0.4&-0.6&0.5,-1&-17&3,-0.1&0.1&-0.1,-1&-8
CC12CC(=O)NC1NC(c1ccccc1O)C2 (configuration not stated),-0.5,1,0.2,1
CC1=NN=C(c2ccc(N)cc2)c2cc3c(cc2C1)OCO3,1.5&2.8,2&-18,-0.1&0.0,2
Cc1cc(Cc2cc(C)c(N)c(C)c2)cc(C)c1N,-0.2,10,0.0,1
CCCCC/C=C\CC(/C=C/C=C\C/C=C\CCCC(=O)O)OO (configuration not stated),-3.1,13,.,.
C=CCN1C(=O)/C(=C/c2ccccc2OC)C(=O)NC1=S,-1.0,4,-0.2,4
COc1ccccc1N(CC(=O)NC1CCCCC1)C(=O)c1cnn(C(C)C)c1,0.3,-15,-0.1,5
COc1ccc(OC)c(NC(=S)N2CC3CC(C2)c2cccc(=O)n2C3)c1 (configuration not stated),-0.9,0,0.2,6
CCCCCCCCCCCCCCCC(=O)OC[C@H](COP(=O)(O)OCC[N+](C)(C)C)OC(=O)CCCC=O,-0.1,-7,.,.
CN1C(=O)C(=Cc2nc3ccc(I)cc3c(=O)n2-c2ccccc2)c2ccccc21,1.7,-12,0.1,-2
CC(=O)N1CC(=O)Nc2ccc(Br)cc2C1c1ccccc1Cl (configuration not stated),-0.4,34,0.0,5
CCCC(=O)Nc1ccc(N2CCN(CC)CC2)c(Cl)c1,1.1,6,0.2,0
COc1cccc(NC(=O)CN(C)CC(=O)Nc2ccc(C#N)c(Cl)c2)c1,-1.1,16,0.4,-2
COc1ccc2c(c1)[C@]13CCCC[C@@H]1[C@H](C2)N(C)CC3,1.5,6,0.8,.
N#CC1=C2NC(=O)c3c(sc4c3CCCCC4)N2C2=C(C(=O)CCC2)C1c1ccc(Cl)cc1Cl (configuration not stated),0.7,24,0.1,-8
COc1ccccc1/C=C/c1nc2ccccc2c(=O)n1-c1ccc(C)cc1,-1.6,0,0.0,5
O=C(/C=C/c1ccccc1)N1CC2CC(C1)c1cccc(=O)n1C2 (configuration not stated),0.4,4,0.0,1
CC(=O)Nc1cc(CNC(C)Cc2ccc(F)cc2)cc(C(=O)N2CCN(C)CC2)c1 (configuration not stated),-1.1,0,0.2,0
Cc1ccc(C2=CCN(CC(=O)NCc3ccco3)CC2)o1,0.8,-11,-0.1,-8
CCN(CC)c1ccc2c(C(F)(F)F)cc(=O)oc2c1,0.1,12,0.2,-3
O=C(CN1C(=O)CN=C(c2ccc(Cl)cc2)c2ccsc21)N1CCCCC1,-0.8,-5,-0.1,8
COc1ccc(CCN2CCC(=O)CC2)cc1OC,0.4,2,-0.1,1
CN1CCC(c2c[nH]c3ccc(O)cc23)CC1,0.0&1.1,6&7,0.0&0.0,2
Cc1[nH]c2ccccc2c1CCNCc1ccccn1,-0.6,-1,-0.8,-8
O=C1NC(=S)N(c2ccccc2F)C(=O)/C1=C\c1ccco1,-0.2,72*,-0.2,-8
Cc1c(C(=O)N2CCC3(CC2)OCCO3)sc2ncnc(N3CCN(c4ccccn4)CC3)c12,2.8,-4,-0.1,-2
CSc1ccc(/C=C/c2nc3ccccc3c(=O)n2-c2ccc(Br)cc2)cc1,1.8,7,-0.4,-9
Cc1ccc2c(c1)C(O)(C(F)(F)F)C(=O)O2 (configuration not stated),0.2,4,-0.2,-4
